Compound activity from PubChem BioAssay.
INS-1E GSIS act: primary screen for activators of insulin secretion dependent on glucose, INS-1E cells, GLuc reporter luminescence | 0.61% of 370,000 active | INS-1E GLuc reporter insulin secretion, 2-3 h | AID 743287 | activation, % at 16.6 µM;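 active = lowest replicate activation of at least 40%, so every replicate reaches that level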;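 note: 0% = median of neutral control wells and 100% = median of IBMX positive control wells; some compounds called inactive have numbers as strong as hits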
PglD inh: PglD (C. jejuni) enzyme inhibition | inhibition, % at 12.5 µM | AID 602405 | 0.098% of 360,000 active | purified PglD enzyme, DTNB colorimetric CoA detection; in the data active = inhibition above about 16%, passing the limit was not always enough; note: strong numbers were not always called active
FN deposition inh: fibronectin deposition inhibition; AH1F fibroblasts, Alexa488-fibronectin deposition fluorescence, overnight; inhibition, % at 12.6 µM; AID 743247; 0.086% of 350,000 active;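 active = mean inhibition across replicates of 30% or more, regardless of how many single replicates reach that level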;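 note: positive control wells lacked labelled fibronectin entirely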
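Assay system: AH1F fibroblast monolayer, labelled fibronectin deposition. Amount: 10000 cells per well. Also added: labelled fibronectin 24 nM. Compound: single-point pinned compound. Incubation: cell attachment 1 h, compound and FN exposure overnight. Detection: fluorescence after three HBSS washes, excitation 485 nm, emission 525 nm. Read-out: inhibition of fibronectin deposition signal.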
CFTR F508del cor: correctors of CFTR F508del function in bronchial epithelial cells. CFBE cells, YFP halide quenching; stimulated with forskolin plus potentiator P3; % fluorescence drop versus neutral controls. activity (quench increase), % at 7.58 µM. 0.36% of 350,000 active. AID 720511;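 active = mean added fluorescence quench of at least 8% versus neutral control, with both replicates also reaching 8%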;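 note: cells transiently co-express mutant CFTR-F508del with the halide-sensitive YFP; corrector assay measuring rescue of mutant channel to the surface after 24 h compound exposure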
Statin myotox sup: suppressors of simvastatin-induced myotoxicity in C2C12 myotubes | ATP luminescence, 48 h; scaled: DMSO 0, geranylgeraniol control 100 | rescue of ATP level, % at 7.49 µM | 0.78% of 330,000 active | AID 602340;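 active = mean ATP rescue above about 67%, or every replicate alone reaching that limit, limit read from the data, passing the limit was not always enough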;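 note: myotubes were challenged with 10 µM simvastatin during compound exposure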
miR122 inh: inhibitors of miR-122 in Huh7 cells | Huh7 miR-122 Renilla luciferase sensor, 48 h; neutral wells = 0, positive control = 100 | activation (reporter increase), % at 12.5 µM | 0.3% of 340,000 active;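 active = mean replicate activation score at least 90 and every replicate individually at or above 90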;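 note: higher luciferase means less miR-122 activity so hits act as miR-122 inhibitors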
PGC1a acetyl inh: lowers PGC1a acetylation signal in U2OS cells | AlphaScreen anti-acetyl-lysine; with virally co-expressed GCN5 acetyltransferase | inhibition, % at 15.6 µM | 0.17% of 350,000 active | AID 651687;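 active = every replicate shows inhibition of at least 40%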;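 note: 0% = neutral control wells and 100% = positive control wells; some results beyond the cut were filed as inactive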
Cneo AK release: Cryptococcus neoformans lysis via adenylate kinase release. C. neoformans lysis, adenylate kinase release luminescence, 4 h; normalised: neutral wells 0, clomiphene wells 100. lysis activity, % at 15 µM. 0.2% of 360,000 active. AID 651654;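 active = mean lysis activity across replicates of at least 80%, whatever share of replicates individually reach that level; inactive = mean lysis activity below 80%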
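Assay system: C. neoformans cells. Amount: yeast cell density of 5 × 10^6 cells/mL. Technique: AK luminescence. Buffer or medium: YPD. Times: static 4 h at 37 °C with compound, 1 h detection. Dosing: single-point compound dose. Read-out: lysis from increased AK signal.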
* hit, by the source's call; / = no result given; [ ] = remark or other dose.

1. O=C(NCc1ccco1)C12CN(Cc3ccccc3)CC1C(c1ccc([N+](=O)[O-])cc1)=NO2 (stereo not drawn)
2. Cc1ccccc1-c1cc(-c2ccccc2O)on1
3. CC(=O)c1ccc(C(=O)Nc2sc3c(c2C(N)=O)CCN(Cc2ccccc2)C3)cc1
4. COc1cccc(-c2cc(C(F)(F)F)nc(-n3cc(C)cn3)n2)c1
5. CCS(=O)(=O)n1nc(-c2ccc(OC)cc2)nc1SC
6. CCC(=O)N1CC[C@@H]2[C@H]1c1cc(-c3ccc(C(=O)N(C)C)cc3)ccc1N[C@@H]2CO
7. Cn1c(=O)cc(SCC(=O)NCCC2=CCCCC2)c2ccccc21
8. Cc1cc(C)nc(Nc2nc(C(N)Cc3ccc(C(F)(F)F)cc3)cs2)n1 (stereo not drawn)
9. COC(=O)c1ccc(CNC(=O)c2ccccc2C(=O)NCC2(CBr)OCCO2)cc1
10. C#CCONC(=O)c1cc(OCC(F)(F)F)ccc1OCC(F)(F)F
Assay by compound	1	2	3	4	5	6	7	8	9	10
INS-1E GSIS act	-6	/	1	-4	/	-9	-3	-27	10	/
PglD inh	-5	4	4	/	2	2	1	2	/	-3
FN deposition inh	-4	/	-9	8	/	-8	5	0	-6	-6
CFTR F508del cor	0.2	/	0.9	3.0	/	0.9	-2.2	2.7	-6.8	/
Statin myotox sup	35	25	-4	-9	4	-49	/	-14	-5	3
miR122 inh	/	-8	-7	-4	-1	0[16.7 µM]	-7	/	2	-1
PGC1a acetyl inh	/	5	-1	7	19	-9	/	/	-2	0
Cneo AK release	1	-4	0	/	2	5	0	29	0	-2

A second format for part of the listing above.
| # | SMILES | INS-1E GSIS act | PglD inh | FN deposition inh | CFTR F508del cor | Statin myotox sup | miR122 inh | PGC1a acetyl inh | Cneo AK release |
| --- | --- | --- | --- | --- | --- | --- | --- | --- | --- |
| 9 | COC(=O)c1ccc(CNC(=O)c2ccccc2C(=O)NCC2(CBr)OCCO2)cc1 | 10 | / | -6 | -6.8 | -5 | 2 | -2 | 0 |
| 10 | C#CCONC(=O)c1cc(OCC(F)(F)F)ccc1OCC(F)(F)F | / | -3 | -6 | / | 3 | -1 | 0 | -2 |

Look-ups from the results shown.
Value for CCS(=O)(=O)n1nc(-c2ccc(OC)cc2)nc1SC in PGC1a acetyl inh: 19
Value for CC(=O)c1ccc(C(=O)Nc2sc3c(c2C(N)=O)CCN(Cc2ccccc2)C3)cc1 in PGC1a acetyl inh: -1
Value for CCC(=O)N1CC[C@@H]2[C@H]1c1cc(-c3ccc(C(=O)N(C)C)cc3)ccc1N[C@@H]2CO in PglD inh: 2
Value for O=C(NCc1ccco1)C12CN(Cc3ccccc3)CC1C(c1ccc([N+](=O)[O-])cc1)=NO2 (stereo not drawn) in INS-1E GSIS act: -6
Value for Cc1cc(C)nc(Nc2nc(C(N)Cc3ccc(C(F)(F)F)cc3)cs2)n1 (stereo not drawn) in PglD inh: 2
Value for C#CCONC(=O)c1cc(OCC(F)(F)F)ccc1OCC(F)(F)F in miR122 inh: -1

The listing continues.
11. CN1CCN(C(=O)c2ccccc2NC(=O)Cc2ccccc2)CC1
12. COc1cc(C(=O)Nc2nnc(CC(=O)N3CCOCC3)s2)cc(OC)c1OC
13. COc1cc(/C=C(\CCC(=O)O)c2nc3ccccc3s2)ccc1OCC(=O)Nc1c(Cl)cccc1Cl
14. CO[C@@H]1CN(C)C(=O)c2ccc(NC(=O)C3CC3)cc2OC[C@@H](C)N(CC2CC2)C[C@H]1C
15. CCOCCCNC(=O)COC(=O)/C=C/c1ccc(S(=O)(=O)N2CCc3ccccc32)cc1
16. CC(=O)N(c1ccccc1)c1nc2ccccc2s1
17. COc1ccc(C2C3=C(CC(c4ccco4)CC3=O)Nc3ccccc3N2C(C)=O)cc1 (stereo not drawn)
18. CCN(CC(=O)NCc1ccc(F)cc1)C(=O)c1cccnc1SC
19. COc1ccc(NC(=O)Nc2ccc3c(c2)C(=O)N([C@H](C)CO)C[C@@H](C)[C@H](CN(C)S(=O)(=O)c2ccc(OC)cc2)OCCCC[C@H](C)O3)cc1
20. CC(C)CN(C(=O)COC(=O)c1cc2c(s1)CCC2)C1CCS(=O)(=O)C1 (stereo not drawn)
Assay by compound	11	12	13	14	15	16	17	18	19	20
INS-1E GSIS act	7	/	-3	8	-15	4	/	9	11	-4
PglD inh	-3	6	2	4	/	-3	1	-3	-3	4
FN deposition inh	/	-9	2	10	/	5	/	9	6	11
CFTR F508del cor	/	/	0.3	-3.7	-1.3	-1.2	/	6.9	-0.7	/
Statin myotox sup	10	12	-3	-53	2	-5	/	-36	/	9
miR122 inh	-2	-3	1	/	7	-5	18	-5	-2[16.7 µM]	-1
PGC1a acetyl inh	1	11	6	-5	16	-6	11	8	11	4
Cneo AK release	-3	3	-1	-3	/	-1	1	0	3	0

21. CCCC(C)C(=O)N(Cc1ccccc1)c1ccccn1 (stereo not drawn)
22. CC(C)C(=O)NC(c1ccc(N(C)C)cc1)c1c(O)ccc2ccccc12 (stereo not drawn)
23. CNC(=O)C[C@H]1CC[C@H]2[C@H](COc3ccc(NC(=O)NC4CCCC4)cc3C(=O)N2C)O1
24. Cc1ccc(Cl)cc1NC(=O)CCNC(=O)N1CC(=O)Nc2ccccc21
25. CCOc1ccc(Cl)cc1CNCCNCC(C)O (stereo not drawn)
26. COc1ccccc1NC1=NC2(CCCC2)N=C(N)N1
27. CCC(=O)Nc1ccc2c(c1)OC[C@H](C)N(C(=O)COC)C[C@@H](C)[C@@H](OC)CN(C)C2=O
28. O=C(NCCc1ccccc1)[C@H]1[C@H](CO)[C@H]2Cn3c(cccc3=O)[C@@H]1N2Cc1ccccn1
29. Nc1cc(=O)[nH]c(SCC(=O)Nc2ccccc2Sc2ccccc2)n1
30. CCOC(=O)CSC1=NN2CCS(=O)(=O)N=C2S1
Assay by compound	21	22	23	24	25	26	27	28	29	30
INS-1E GSIS act	/	-13	2	11	/	9	-1	8	10	-3
PglD inh	7	-5	1	2	-1	6	-7	0	-2	/
FN deposition inh	/	0	-20	-5	12	/	8	/	-1	22
CFTR F508del cor	/	-3.7	-1.1	-0.5	/	/	-1.6	/	0.3	-2.7
Statin myotox sup	5	12	0	4	2	/	1	14	-2	/
miR122 inh	1	6	3[16.7 µM]	16	2	1	/	/	-1	/
PGC1a acetyl inh	-15	-6	-1	-5	/	0	2	/	/	12
Cneo AK release	0	5	0	4	3	-3	51	0	0	/

31. Cc1cc(C)c(C#N)c(SCc2[nH]nc3c2C(c2ccccc2)C(C#N)=C(N)O3)n1 (stereo not drawn)
32. O=C(N[C@H]1CC[C@@H](CCNS(=O)(=O)Cc2ccccc2)O[C@H]1CO)c1ccc2c(c1)OCO2
33. Cn1c(=O)n(C)c2cc(NS(C)(=O)=O)ccc21
34. O=C(CSc1nc2ccccc2o1)N/N=C/c1ccc(C(=O)O)cc1
35. O=C(c1ccoc1)N1CCC2(CC1)Oc1ccc(Cl)cc1C(=O)C21CC(c2ccccc2)=NO1 (stereo not drawn)
36. COc1ccc(-c2cc(N)n(S(=O)(=O)c3ccc(F)cc3)n2)cc1OC
37. CC(C(=O)N1CCCC1)N1CCN(S(=O)(=O)c2ccccc2)CC1 (stereo not drawn)
38. CCN(CC(=O)NCc1cccs1)S(=O)(=O)c1ccccc1Cl
39. O=C(Nc1ccc(Cl)cc1)N[C@@H]1CC[C@@H](CCn2cc(-c3ccccc3F)nn2)O[C@@H]1CO
40. C[C@H]1CCCCO[C@H](CN(C)Cc2ccc3c(c2)OCO3)[C@@H](C)CN([C@@H](C)CO)C(=O)c2cc(NS(=O)(=O)c3ccc(Cl)cc3)ccc2O1
Assay by compound	31	32	33	34	35	36	37	38	39	40
INS-1E GSIS act	-40	8	/	1	-11	14	10	3	-17	-30
PglD inh	2	2	7	6	-4	/	2	-3	2	11
FN deposition inh	/	0	/	4	19	6	-2	1	-3	-7
CFTR F508del cor	1.3	2.7	/	-1.6	3.7	0.4	4.7	0.1	-1.0	4.5
Statin myotox sup	22	15	3	/	19	35	6	8	2	/
miR122 inh	-3	/	-4	-1	-11	-6	/	1	/	-4[16.7 µM]
PGC1a acetyl inh	4	-14	0	-3	-6	-8	/	-10	1	3
Cneo AK release	1	0	1	2	1	-2	0	-1	-5	-22

41. COc1ccc(N=C2S/C(=C\c3ccc(OCC(=O)O)cc3)C(=O)N2CCc2c[nH]c3ccccc23)cc1
42. Cc1cccc(NC(=O)N2CCCC2C(=O)NCc2cccs2)c1 (stereo not drawn)
43. O=C(NC(=S)NCc1cccnc1)c1ccccc1F
44. C/C=C(\C)C(=O)Nc1cccc(C2=NOC3(C2)C[C@H](C(N)=O)N(C(=O)CC#N)C3)c1 (stereo partly drawn)
45. CCOC(=O)NC(c1ccccc1)C1CCCCC1=O (stereo not drawn)
46. O=C(COc1ccccc1)N1CCN(C(=O)c2ccco2)CC1
47. CC(C)C#Cc1ccc2c(c1)O[C@@H](CN(C)CC1CCCC1)[C@H](C)CN([C@@H](C)CO)S2(=O)=O
48. O=C(COC(=O)c1ccc[n+]([O-])c1)Nc1ccc([N+](=O)[O-])cc1C(F)(F)F
49. CCN(CC)C(=O)C[n+]1ccc(C(N)=O)cc1
50. C[C@H](CO)N1C[C@H](C)[C@H](CN(C)C)Oc2ccc(NC(=O)CCN3CCOCC3)cc2C1=O
51. O=C(CSc1nc2ccccc2c(=O)n1CCCN1CCOCC1)Nc1ccccc1OC(F)F
52. Cc1ccc(-n2ncc3c2CC(C)(C)CC3NC(=O)CCc2cnn(C)c2)cc1 (stereo not drawn)
53. O=C(CSc1nnc(-c2ccccc2Br)o1)Nc1cccc2ccccc12
Assay by compound	41	42	43	44	45	46	47	48	49	50	51	52	53
INS-1E GSIS act	-3	/	13	/	/	3	-5	-52	0	4	-21	0	/
PglD inh	/	5	12	0	-3	-3	-2	0	2	11	4	0	0
FN deposition inh	/	/	4	-4	/	/	/	-14	-6	/	-20	2	-4
CFTR F508del cor	2.2	/	0.4	1.2	/	-1.2	-1.7	0.4	/	2.5	-1.0	-0.4	/
Statin myotox sup	23	2	5	-8	/	7	-82	6	/	8	1	/	5
miR122 inh	-1	-4	-1	-4	5	2	6[16.7 µM]	-8	/	7[16.7 µM]	-1	/	13
PGC1a acetyl inh	10	-27	-18	0	4	-12	-3	-3	/	-1	2	/	-15
Cneo AK release	/	-5	-4	-2	-5	-4	13	0	2	-2	-1	-1	-1

Hits appear at their usual frequency, and some 2.1% of all compounds hit somewhere here.
